N370S GC mod: inhibits or activates N370S mutant glucocerebrosidase. N370S GC spleen homogenate, 4MU-glucoside fluorescence. Potency, µM (series often up to 59.4 µM), for inactives: top-dose activity change, negative = inhibition, usual class: inhibitors. 330,000 compounds, 0.092% hits. AID 2101;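 note: 0% = full enzyme activity and -100% = no enzyme basal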
TDP1 block: TDP1 (human) enzyme inhibition; Q9NUW8; recombinant TDP1, AlphaScreen DNA substrate cleavage; Potency, µM (series often up to 130 µM), without a hit: at the highest dose activity change, negative = inhibition, most hits filed as inhibitors; 350,000 compounds, 0.28% hits; note: nearly all actives have a fitted effect of over 40% in size
Target sequence (Q9NUW8 whole entry, looked up): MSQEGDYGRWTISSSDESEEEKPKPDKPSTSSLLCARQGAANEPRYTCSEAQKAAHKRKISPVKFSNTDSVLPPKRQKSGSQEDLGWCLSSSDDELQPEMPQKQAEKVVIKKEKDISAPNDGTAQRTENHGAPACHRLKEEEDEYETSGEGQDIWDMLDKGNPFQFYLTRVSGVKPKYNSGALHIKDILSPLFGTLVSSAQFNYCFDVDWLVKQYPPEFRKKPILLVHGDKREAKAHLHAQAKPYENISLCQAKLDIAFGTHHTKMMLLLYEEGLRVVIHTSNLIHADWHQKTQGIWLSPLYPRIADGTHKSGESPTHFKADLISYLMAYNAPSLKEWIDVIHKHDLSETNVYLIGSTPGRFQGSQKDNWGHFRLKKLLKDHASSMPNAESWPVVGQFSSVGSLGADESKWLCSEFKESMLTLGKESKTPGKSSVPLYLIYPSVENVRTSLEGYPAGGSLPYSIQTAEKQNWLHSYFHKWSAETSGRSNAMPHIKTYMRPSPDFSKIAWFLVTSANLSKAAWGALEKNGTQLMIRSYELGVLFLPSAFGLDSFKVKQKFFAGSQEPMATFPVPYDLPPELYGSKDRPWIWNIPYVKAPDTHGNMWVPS
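Signal: AlphaScreen proximity between streptavidin donor and anti-FITC acceptor beads on intact substrate. Reaction: Tdp1 1 nM, substrate 15 nM final, 5 min RT after 15 min compound preincubation.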
FEN1 inh: inhibitors of human flap endonuclease 1; P39748; Recombinant FEN1 flap cleavage, fluorescence, 15 min; Potency, µM (series often up to 114 µM), for inactives: at the top dose activity change, negative = inhibition, actives largely listed as inhibitors; 390,000 compounds, 0.35% hits; note: nearly all actives have a fitted effect of over 65% in size
Target sequence (P39748 whole entry, looked up): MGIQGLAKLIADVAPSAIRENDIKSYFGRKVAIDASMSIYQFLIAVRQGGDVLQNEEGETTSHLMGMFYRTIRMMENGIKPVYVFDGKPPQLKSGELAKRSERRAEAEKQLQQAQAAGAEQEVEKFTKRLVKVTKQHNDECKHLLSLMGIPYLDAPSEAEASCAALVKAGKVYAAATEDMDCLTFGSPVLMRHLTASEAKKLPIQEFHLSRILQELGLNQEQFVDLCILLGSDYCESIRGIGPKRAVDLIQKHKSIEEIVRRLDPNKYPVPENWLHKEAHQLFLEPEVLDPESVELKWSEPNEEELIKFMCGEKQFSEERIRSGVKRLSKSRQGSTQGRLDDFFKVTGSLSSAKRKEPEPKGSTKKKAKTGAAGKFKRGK
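Quantitative HTS format: each compound was titrated, incubated with 10 nM nuclease for 15 min at room temperature, then challenged with flap substrate at 50 nM final. Signal change over 15 min gave concentration–effect curves.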
* marks the source's active call; other numbers are inactive results; ? = inconclusive; . = not tested or not shown; & = joins results of further samples; [ ] = remark or other dose. Calls come from the whole dose curve; as a rule, active = well fitted curve in the direction sought with a large enough effect; inconclusive = small, poorly fitted or top-dose-only effect, or another doubt; inactive = no such curve, though single readings can be large; an effect the other way counts as inactive or inconclusive. Unless noted, % is set by controls: 0 for no effect and ±100 for the full control effect; potency is the fitted concentration of half-maximal effect.

SMILES | N370S GC mod | TDP1 block | FEN1 inh
CC[C@H](C)[C@@H](NC(=O)O[C@@H]1C(=O)c2ccc(OC)cc2O[C@H]1c1cccc(C(F)(F)F)c1)C(=O)OC | 7% | 4% | .
CCOC(=O)c1c[nH]c2c(C)cc(C)cc2c1=O | -1% | 0% | -5%
CCCCn1nc(NC(=O)CCC)c2cc3cc(OC)ccc3nc21 | -9% | . | 2%
NC(=O)[C@H]1CC2(CC(c3cccc(NC(=O)COc4ccc(Cl)cc4)c3)=NO2)CN1C(=O)CC(c1ccccc1)c1ccccc1 (stereo not given in full) | -6% | 7% | -20%
O=C(COc1ccccc1Br)c1ccc2c(c1)OCO2 | 5% | -2% | -7%
O=C(CC1SC(=Nc2ccccc2)N(CCc2c[nH]c3ccccc23)C1=O)Nc1ccccc1F (stereo not given) | -1% | 6% | -23%
C=CC[C@@H](CC(=O)N(CCO)Cc1ccccc1)C(=O)N[C@@H](C)COC(=O)[C@@H](CC=C)CC(=O)OC(C)(C)C | . | 0% | 26%
Cc1ccc(S(=O)(=O)N(CC(=O)NCCSc2ccc(Cl)cc2)c2ccccc2C)cc1 | . | 7% | 4%
CCOC(=O)c1cc2c(=O)n3ccccc3nc2n(CC(C)C)c1=NC(=O)c1c(-c2c(F)cccc2Cl)noc1C | 7% | 0%&0% | -2%&-3%
Cc1ccc(S(=O)(=O)N2CCC(=O)N(CCOCc3ccccc3)CC2)cc1 | 6% | 1% | 7%

Filtered by structure: the entries above containing an aryl methoxy group (2)
SMILES | N370S GC mod | TDP1 block | FEN1 inh
CC[C@H](C)[C@@H](NC(=O)O[C@@H]1C(=O)c2ccc(OC)cc2O[C@H]1c1cccc(C(F)(F)F)c1)C(=O)OC | 7% | 4% | .
CCCCn1nc(NC(=O)CCC)c2cc3cc(OC)ccc3nc21 | -9% | . | 2%

The list goes on:
SMILES | N370S GC mod | TDP1 block | FEN1 inh
O=C(CSc1nn(-c2ccccc2)c(=S)s1)NC(=O)NCc1ccco1 | 6% | 5% | -4%
COC(=O)c1c(NC(=O)c2ccc(C)cc2)csc1C | ? | 3% | -6%
Cc1cccc(-c2c3c(=O)n(C)c(=O)n(C)c3c3cnc4ccccc4n23)c1 | . | 1% | 7%
O=C(N/N=C\c1ccc(Oc2ccccc2)cc1)c1csnn1 | -4% | . | -16%
CC(C)c1nc(CNC(=O)CC2C(=O)NCCN2Cc2cccc(F)c2F)cs1 (stereo not given) | -5% | 2% | 6%
COc1cccc(NC(=O)C(OC(=O)c2ccccc2NS(=O)(=O)c2cccs2)c2ccccc2)c1 (stereo not given) | 7% | 3% | -18%
COc1ccc2oc(C(=O)Nc3nc(C)cs3)c(C)c2c1 | . | 0% | -12%
CCCCC1=CC2=C(c3ccco3)C(=O)C(C)(OC(=O)c3ccc(OC)cc3)C(=O)C2=CN1C1CC1 (stereo not given) | 0%[12.8 µM] | 14%[12.3 µM] | -25%
CCCOC(=O)C1=C(C)N(C)C(=O)NC1c1cc2c(cc1Br)OCO2 (stereo not given) | 7% | . | 2%
COc1ccc(-c2noc(CN(C(=O)COc3cc(C)c(Br)c(C)c3)C(C)C)n2)cc1 | . | 7% | 3%

18 of the compounds above, as tab-separated lines:
canonical_smiles	N370S GC mod	TDP1 block	FEN1 inh
CCCCn1nc(NC(=O)CCC)c2cc3cc(OC)ccc3nc21	-9%	.	2%
NC(=O)[C@H]1CC2(CC(c3cccc(NC(=O)COc4ccc(Cl)cc4)c3)=NO2)CN1C(=O)CC(c1ccccc1)c1ccccc1 (stereo not given in full)	-6%	7%	-20%
O=C(COc1ccccc1Br)c1ccc2c(c1)OCO2	5%	-2%	-7%
O=C(CC1SC(=Nc2ccccc2)N(CCc2c[nH]c3ccccc23)C1=O)Nc1ccccc1F (stereo not given)	-1%	6%	-23%
C=CC[C@@H](CC(=O)N(CCO)Cc1ccccc1)C(=O)N[C@@H](C)COC(=O)[C@@H](CC=C)CC(=O)OC(C)(C)C	.	0%	26%
Cc1ccc(S(=O)(=O)N(CC(=O)NCCSc2ccc(Cl)cc2)c2ccccc2C)cc1	.	7%	4%
CCOC(=O)c1cc2c(=O)n3ccccc3nc2n(CC(C)C)c1=NC(=O)c1c(-c2c(F)cccc2Cl)noc1C	7%	0%&0%	-2%&-3%
Cc1ccc(S(=O)(=O)N2CCC(=O)N(CCOCc3ccccc3)CC2)cc1	6%	1%	7%
O=C(CSc1nn(-c2ccccc2)c(=S)s1)NC(=O)NCc1ccco1	6%	5%	-4%
COC(=O)c1c(NC(=O)c2ccc(C)cc2)csc1C	?	3%	-6%
Cc1cccc(-c2c3c(=O)n(C)c(=O)n(C)c3c3cnc4ccccc4n23)c1	.	1%	7%
O=C(N/N=C\c1ccc(Oc2ccccc2)cc1)c1csnn1	-4%	.	-16%
CC(C)c1nc(CNC(=O)CC2C(=O)NCCN2Cc2cccc(F)c2F)cs1 (stereo not given)	-5%	2%	6%
COc1cccc(NC(=O)C(OC(=O)c2ccccc2NS(=O)(=O)c2cccs2)c2ccccc2)c1 (stereo not given)	7%	3%	-18%
COc1ccc2oc(C(=O)Nc3nc(C)cs3)c(C)c2c1	.	0%	-12%
CCCCC1=CC2=C(c3ccco3)C(=O)C(C)(OC(=O)c3ccc(OC)cc3)C(=O)C2=CN1C1CC1 (stereo not given)	0%[12.8 µM]	14%[12.3 µM]	-25%
CCCOC(=O)C1=C(C)N(C)C(=O)NC1c1cc2c(cc1Br)OCO2 (stereo not given)	7%	.	2%
COc1ccc(-c2noc(CN(C(=O)COc3cc(C)c(Br)c(C)c3)C(C)C)n2)cc1	.	7%	3%

(cont.)
SMILES | N370S GC mod | TDP1 block | FEN1 inh
COc1ccc(CNC(=O)c2cccn2-c2nnc(N3CCCCC3)s2)c(OC)c1 | . | 0% | -5%
Cc1cc(/C=C2\NC(=O)N(Cc3ccc(Cl)cc3)C2=O)c(C)n1C | -4% | 9% | -1%
CCOc1ccc(N2CC(C(=O)NCCc3ccc(F)cc3)CC2=O)cc1 (stereo not given) | -3% | 15% | 4%
CCOc1ccccc1Nc1sc(C(=O)c2ccccc2)c(N)c1C(=O)Nc1ccccc1 | . | 6% | 1%
CCOc1ccc(NC(=O)C2CCN(S(=O)(=O)c3ccc4c(c3)C(C)(C)C(=O)N4C)CC2)cc1 | 2% | . | 1%
COc1ccc(S(=O)(=O)N(CCc2ccccc2)CC(=O)Nc2cccc(OC)c2)cc1 | . | 0%[12.3 µM] | 5%
CC(=O)c1cc2c(cc1N(C(=O)c1ccco1)C(C(=O)NC1CCCC1)c1ccccc1F)OCO2 (stereo not given) | -1% | -12% | 0%
COc1cn(CC(=O)Nc2ccccc2)c(CN2CCCCC2)cc1=O | . | 0% | 24%
CCn1cc(/C=C(\NC(=O)c2ccc(OC)cc2)C(=O)N2CCOCC2)c2ccccc21 | -6% | 1% | 13%
COc1cc2cc(CN(CCCN3CCOCC3)C(=O)Nc3ccc(F)cc3)c(=O)[nH]c2cc1OC | -2% | 0% | 14%
CC(C)CC(=O)n1sc(NC(=O)c2ccccc2)nc1=O | -2% | 5% | -2%
O=c1c2cn[nH]c2[nH]c(=S)n1-c1cccc(Cl)c1 | -1% | 0% | 11%
O=C(COC(=O)c1ccccc1)Nc1ccccc1Sc1ccccc1 | 24% | . | -16%
CCC(C)c1ccc(NC(=S)N2CCN(S(C)(=O)=O)CC2)cc1 (stereo not given) | 3% | 4% | 0%
CSc1nc2c(c(=O)n1Cc1ccccc1)SC(C)C2 (stereo not given) | 28% | 6% | -12%
O=C(CN1C(=O)/C(=C/c2ccc(Cl)cc2)SC1=S)NC1C=CS(=O)(=O)C1 (stereo not given) | -20% | -4% | 21%
CCOc1ccccc1N(CC(=O)Nc1ccccc1C(=O)OC)S(C)(=O)=O | 4% | 3% | -10%
CC(=O)Nc1ccc(OCC(=O)NCCc2ccc(Cl)cc2)cc1 | 4% | 0% | -9%
O=C(Nc1ccc(N2CCN(C(=O)c3ccccc3)CC2)c(Cl)c1)c1ccco1 | -11% | 1% | -12%
C#CC[N+](C)(C)CCN1C(=O)C2C(c3ccccc3)C=CC(c3ccccc3)C2C1=O (stereo not given) | 7% | 11% | 2%

Quoted from the listing.
In FEN1 inh, O=C(COC(=O)c1ccccc1)Nc1ccccc1Sc1ccccc1 is entered as -16%
In TDP1 block, O=C(Nc1ccc(N2CCN(C(=O)c3ccccc3)CC2)c(Cl)c1)c1ccco1 is entered as 1%

(more compounds)
SMILES | N370S GC mod | TDP1 block | FEN1 inh
Cc1cnc(C(=O)OCC(=O)Nc2cccc(S(=O)(=O)N3CCOCC3)c2)cn1 | . | 0% | 4%
CCN=C(NS(=O)(=O)c1ccc(Br)cc1)c1ccc(Cl)cc1 | -2% | 2% | 15%
CC(C(=O)NCc1ccc(F)cc1)c1ccc([N+](=O)[O-])cc1 (stereo not given) | 7% | 2% | -4%
CCSc1nnc(NC(=O)CSc2ncccn2)s1 | 2% | -1% | -10%
COc1ccc(OCc2cccc(C(=O)O)c2)cc1 | -6% | 0% | 3%
C[C@H](NC(=O)c1ccccc1)C(=O)Nc1nc(-c2ccccn2)cs1 | -16% | 5% | 1%
O=C(CSCc1ccc(Br)cc1)NCc1ccccn1 | 13% | 5% | 4%
Cc1ccc(C)c(S(=O)(=O)Nc2ccc(O)c3ccccc23)c1 | -5% | . | ?
CN1CCCCC1CCN1c2ccccc2Sc2ccc(S(C)=O)cc21 (stereo not given) | -5%&-4% | 4%&12%&12% | -10%
COc1ccc(Br)cc1/C=N/NC(=O)c1ccc(OC)c(OC)c1 | -1% | 2% | -11%
CC(=O)Nc1cc(C(=O)NCc2ccccc2)ccc1Sc1ccc(C)cc1 | . | 8% | -17%
Fc1ccccc1-c1nnc2c3ccccc3nc(N3CCOCC3)n12 | 3% | 6% | 3%
CC1Cc2ccccc2N1C(=O)c1cnc2sccn2c1=O (stereo not given) | 4% | 7% | 17%
CN(C[C@H](Cc1ccccc1)N(C[C@H](Cc1ccccc1)N(CC1(c2ccccc2)CC1)N=O)N=O)N=O | 1% | 3% | -22%
Cc1ccc(S(=O)(=O)N(C)C)cc1NC(=O)COC(=O)CCC1CCCC1 | -19% | . | -10%
COc1cc2nc(CN(C)Cc3nc4ccccc4c(=O)[nH]3)[nH]c(=O)c2cc1OC | 9% | 9% | -3%
COc1ccc(CC2(CO)CCN(Cc3cnn(-c4ccccc4OC)c3)CC2)cc1 | -2% | 0% | -3%
COC(=O)c1cc(NC(=O)CN(c2ccc(OC)cc2)S(=O)(=O)c2ccc(F)cc2)ccc1Cl | -2% | 7% | -4%
Nc1ccc(/C=C/C(=O)c2ccco2)cc1 | -3% | 1% | -1%
O=C(CCCN1C(=O)/C(=C/c2cccs2)SC1=S)Nc1ccccc1O | -1% | 6%[0.0935 µM] | 0%
O=S(=O)(c1ccc2c(c1)OCCO2)N1CCN(c2nc(-c3cccnc3)nc3ccccc23)CC1 | ? | 0% | .
COc1cccc(OC)c1C(=O)NC(=S)Nc1ccc2c(c1)Cc1ccccc1-2 | 11% | 2% | 2%
CC(=O)c1nc(N2CCN(S(=O)(=O)c3ccc(C)cc3)CC2)c2ccccc2n1 | . | 4% | 11%
CSc1ccccc1NC(=O)CSCc1nc2sc(C)c(C)c2c(=O)[nH]1 | ? | -1% | -6%
CCc1c(O)nc(SCC(=O)Nc2nc3ccccc3s2)n(-c2ccc(C)cc2)c1=O | -2% | . | 3%
O=C(CSc1nccn1C1CCCC1)Nc1cc(C(F)(F)F)ccc1Cl | . | 7% | -3%
CCN(CC)C(=O)CSc1nc2ccccc2c(=O)n1OC | 8% | 4% | 0%
CC1(C)CC(=O)N(c2cc(Cl)ccc2Cl)C(=O)C1 | -3% | . | -7%
O=C(CSc1nnc(Nc2ccccc2)s1)NN1C(=O)NC2(CCCCC2)C1=O | -3% | 2% | -4%
Nc1nc(CN2CCN(c3ccccc3)CC2)nc(Nc2ccc(Cl)cc2)n1 | -23% | 6% | 5%
O=C(c1ccco1)N1CCCC(c2nc3c(nnn3Cc3c(Cl)cccc3Cl)c(=O)[nH]2)C1 (stereo not given) | -2% | 5% | -7%
COc1ccc(-c2c(NC(=O)c3ccco3)n(-c3ccc(C)cc3)nc(C)c2=O)cc1 | 8% | . | -1%
CC(C)CCNc1nc(N)c([N+](=O)[O-])c(N2CCCCCC2)n1 | -6% | . | -3%
COc1cccc(C2C(=O)c3ccccc3C2=O)c1 | 0% | 3% | 16%
CNC(=O)CSc1n[nH]c(-c2cc(Cl)ccc2OC)n1 | 5% | 4% | -2%
Cn1c(CSc2nnc(SCc3ccccc3)s2)nc2ccccc21 | 11% | 4% | -22%
COc1cc(C)c(S(=O)(=O)NCc2ccc3c(c2)OCO3)cc1C | 2% | 4% | 2%
Cc1ccc(-c2nnc(SCC(=O)O)n2N)cc1 | -14% | 2% | 10%
O=C(NCc1ccccc1F)C1CCCN(S(=O)(=O)N2CCOCC2)C1 (stereo not given) | -18% | 3% | 6%
CCOC(=O)COc1ccc(Br)cc1/C=C1\SC(N)=NC1=O | 1% | -5% | 2%

Source: PubChem (National Center for Advancing Translational Sciences (NCATS))
